Giardia FBPA inh: inhibitors of Giardia lamblia fructose-1,6-bisphosphate aldolase. A8B2U2. purified Giardia FBPA. Potency, µM (top dose mostly 59.6 µM), for inactives: at the highest dose activity, negative = inhibition, most hits filed as inhibitors. 290,000 compounds, 0.71% hits. AID 2451; active means well fitted inhibition curve with a large enough effect; inconclusive means small, poorly fitted or top-dose-only effect, or effect the other way; further: potency means the concentration at half of the fitted maximal effect; on the % scale 0 is the no-effect control and ±100 the full control effect; nearly all actives have a fitted effect of over 55% in size
Target sequence (A8B2U2 whole entry, looked up): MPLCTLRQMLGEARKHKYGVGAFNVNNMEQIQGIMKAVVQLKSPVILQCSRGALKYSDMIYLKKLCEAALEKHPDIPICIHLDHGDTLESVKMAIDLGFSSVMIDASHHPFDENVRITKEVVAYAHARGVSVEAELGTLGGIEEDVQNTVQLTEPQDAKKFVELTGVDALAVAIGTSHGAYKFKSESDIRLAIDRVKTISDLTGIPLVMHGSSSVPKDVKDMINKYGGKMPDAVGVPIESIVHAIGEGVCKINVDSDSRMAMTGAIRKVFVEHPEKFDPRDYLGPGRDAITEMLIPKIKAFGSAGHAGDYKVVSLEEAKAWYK
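Giardia FBPA (40 nM reagent) was preincubated 10 min at RT with compound (up to 57.5 uM final), then substrate plus GAPDH/TPI/NAD/arsenate coupling system with diaphorase/resazurin was added; resorufin fluorescence (525/598 nm) was read after 20 min.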
CHX counter: counter-screen for Shiga toxin inhibitors: cycloheximide protein synthesis inhibition. cell reporter, cycloheximide protein synthesis inhibition counterscreen. max response, %. 300,000 compounds, 12% hits. AID 2314; in the data active means max response mostly above about 13%, no sharp cut-off; inactive means mostly below about 14%; further: read at 38.3 µM for the half of the compounds with a filed dose; 0% is about no effect
Shiga inhibitor: inhibitors of Shiga toxin in Vero cells. AID 2315. inhibition, % at 38.7 µM. 290,000 compounds, 9.2% hits. Vero cells, Shiga toxin protein synthesis inhibition reporter; in the data active means inhibition mostly above about 28%, no sharp cut-off; inactive means mostly below about 43%; further: 0% is about no effect
The depositor's hits bear a star; ? = inconclusive; . = no result given; & = joins results of further samples; [ ] = another dose, or the depositor's remark.

mol | Giardia FBPA inh | CHX counter | Shiga inhibitor
Cc1ccccc1-c1ccc2ncnc(NCc3cccnc3)c2c1 | 3% | . | .
Cc1cccc(CNc2ncncc2-c2ccccc2Cl)c1 | 6% | . | .
Cc1noc(C)c1-c1nccc(N2CCOCC2)n1 | -2% | . | .
CCN1C(C)=C(C(=O)OC)C(c2ccccc2)N2C(=O)[C@](O)(C(=O)OC)CC(C#N)=C12 (stereo not given in full) | 0%[12.9 µM] | . | .
NC(N)=NOCC[C@H](N)C(=O)O | 1% | . | .
O=c1c(-c2ccc(F)c(F)c2)nc2cncnc2n1C1CC1 | 6% | . | .
CCS(=O)(=O)N(C)[C@@H]1c2cc(C#N)ccc2OC(C)(C)[C@H]1O | 6%&1% | . | .
CC(C)(Oc1ccc([C@@H]2CC2(Cl)Cl)cc1)C(=O)O | 12%[21.7 µM] | . | .
CC(=O)O[C@@H]1C(=O)[C@@]2(C)[C@H](O)C[C@H]3OC[C@]3(OC(C)=O)[C@@H]2[C@H](OC(=O)c2ccccc2)[C@@]2(O)C[C@H](OC(=O)[C@@H](O)[C@@H](NC(=O)c3ccccc3)c3ccccc3)C(C)=C1C2(C)C (stereo in doubt) | -1%[21.7 µM] | . | .
C[C@@H](C(=O)Cc1ccc2ccccc2c1)[C@@H]1C[C@@]1(C)[C@@H](NP(=O)(c1ccccc1)c1ccccc1)c1ccccc1 | -1% | . | .
c1ccc(CNc2ncncc2-c2cccnc2)cc1 | 6% | . | .
CCCCC/C=C\C/C=C\C/C=C\C=C\C1CCCC(=O)O1 (stereo not given) | 1% | . | .
N#Cc1cccc(-c2nc3cnc(N4CCOCC4)nc3n(C3CC3)c2=O)c1 | 1% | . | .
COc1ccc(C2Oc3c(I)c(OC)cc(OC)c3CC2O)cc1OC (stereo not given) | 7% | . | .
COc1ccc(-c2nc3cnc(Oc4cccc(Cl)c4)nc3n(CCC#N)c2=O)cc1 | 5% | . | .

Compounds above that have a cyano group:
mol | Giardia FBPA inh | CHX counter | Shiga inhibitor
CCN1C(C)=C(C(=O)OC)C(c2ccccc2)N2C(=O)[C@](O)(C(=O)OC)CC(C#N)=C12 (stereo not given in full) | 0%[12.9 µM] | . | .
CCS(=O)(=O)N(C)[C@@H]1c2cc(C#N)ccc2OC(C)(C)[C@H]1O | 6%&1% | . | .
N#Cc1cccc(-c2nc3cnc(N4CCOCC4)nc3n(C3CC3)c2=O)c1 | 1% | . | .
COc1ccc(-c2nc3cnc(Oc4cccc(Cl)c4)nc3n(CCC#N)c2=O)cc1 | 5% | . | .

Going on with the list.
mol | Giardia FBPA inh | CHX counter | Shiga inhibitor
OC[C@H]1O[C@@H](OC[C@H]2O[C@@H](O)[C@H](O)[C@@H](O)[C@@H]2O)[C@H](O)[C@@H](O)[C@@H]1O | 5% | . | .
CCCCC/C=C\C/C=C\C/C=C\C=C\[C@H](CCCC(=O)O)OO | 1% | . | .
COc1ccc2[nH]cc(CCNc3ccnc(-c4ccccc4C(F)(F)F)n3)c2c1 | -11% | . | .
C=C(C)C(O)/C=C/C=C/c1ccccc1 (stereo not given) | 0%[12.9 µM] | . | .
CC1(C)S[C@@H]2[C@H](N)C(=O)N2C1C(=O)O (stereo not given in full) | ? | . | .
CCNc1ncc2nc(-c3ccc(F)cc3)c(=O)n(Cc3ccc(F)cc3)c2n1 | -10% | . | .
CCN[C@@H]1CN(CCCOC)S(=O)(=O)c2sc(S(N)(=O)=O)cc21 | 2%[21.7 µM] | . | .
COC(=O)C/C=C/[C@@H](C)[C@H](OC)c1c(Br)ccc2c1OCO2 | 0% | . | .
CCC(=O)C(C(=O)OC)[C@H](CCc1ccccc1)NC(=O)OC (stereo not given in full) | -4% | . | .
CN(N=O)C(=O)N[C@H]1[C@@H](O)[C@H](O)[C@H](CO)O[C@@H]1O | 2%[21.7 µM] | . | .
C=C(C)C(=O)c1ccc(OC)cc1 | 0% | . | .
C=C[C@]12CN(C)[C@H]3C1[C@@]1(C(=O)Nc4ccccc41)[C@H]1C[C@H]2[C@H]3CO1 | -1%[21.7 µM] | . | .
C#CCCCO/N=C1/C[C@@H](O)[C@@H](O)[C@@H]2[C@@H]3C(=O)N(c4cccc(Oc5ccccc5)c4)C(=O)[C@H]3CC[C@@H]12 | 2%[12.9 µM] | . | .
COc1ccccc1-c1cc(=O)c2cccc(OC)c2o1 | -5% | . | .
COC(=O)[C@@]1(Cc2ccccc2)[C@H]2c3cc(C(=O)N4CCCC4)n(Cc4ccccc4)c3C[C@H]2CN1C(=O)c1ccccc1 | -2% | . | .
C=CC[C@@H]1C=C[C@@H](O/N=C(/C)CCC(=O)OC[C@@H]2O[C@H](C#Cc3ccccc3)C=C[C@@H]2Oc2ccc(C)cc2)[C@@H](CO)O1 | 3%[12.9 µM] | . | .
N#Cc1cccc(NC(=O)N2CCCC3(CCN(C(=O)c4cnccn4)CC3)C2)c1 | 2% | . | .
c1ccc(CNc2ccnc(-c3ccc4c(c3)OCO4)n2)cc1 | ? | . | .
N#CCCn1c(=O)c(-c2cccc(C#N)c2)nc2cnc(Oc3ccccc3)nc21 | 3% | . | .
COCCNc1ccnc(-c2ccccc2CN(C)C)n1 | -2% | . | .
Nc1ccn([C@@H]2O[C@H](CO)[C@@H](OP(=O)(O)O)[C@H]2O)c(=O)n1 | 8% | . | .
CC(=O)OC1C[C@]2(C)C(C(C)=O)CCC2C2CCC3=CC(=O)CC[C@@]3(C)C12 (stereo not given in full) | 8% | . | .
C/C(CCN1CCCc2nc(C)c(C)cc21)=N\OC[C@@H](C)[C@H](OCc1ccccc1)C(C)C | 0%[12.9 µM] | . | .
CC(C)CN1CCC2(CC1)CCN(C(=O)c1cc(C(F)(F)F)cc(C(F)(F)F)c1)CC2 | 5% | . | .
CO[C@@H]1COC(=O)[C@H]2CCCN2C(=O)[C@@H](C)COC(=O)C/C=C\[C@H]1C | 3%[12.9 µM] | . | .
CCNc1ncc2nc(-c3cccs3)c(=O)n(CCc3ccccc3)c2n1 | -8% | . | .
C[C@@H]1CCC2[C@](C)(CO)C(O)CC[C@@]2(C)[C@@]12CC[C@](CO)(CCO)O2 (stereo not given in full) | 4% | . | .
CN1CCN(c2ncc3ncc(=O)n(Cc4ccc(F)cc4)c3n2)CC1 | 5% | . | .
C[C@@H](C(=O)Nc1ccc2ccccc2c1)[C@@H]1C[C@@]1(C)[C@@H](NS(=O)(=O)c1ccc2ccccc2c1)c1ccccc1 | -7% | . | .
O[C@@H](Cc1ccncc1)C(Cl)(Cl)Cl | 9% | . | .

Reformatted with two lines to a compound: entries from further up
The line under a structure holds: Giardia FBPA inh | CHX counter | Shiga inhibitor
C=CC[C@@H]1C=C[C@@H](O/N=C(/C)CCC(=O)OC[C@@H]2O[C@H](C#Cc3ccccc3)C=C[C@@H]2Oc2ccc(C)cc2)[C@@H](CO)O1
 : 3%[12.9 µM] | . | .
N#Cc1cccc(NC(=O)N2CCCC3(CCN(C(=O)c4cnccn4)CC3)C2)c1
 : 2% | . | .

Next section
mol | Giardia FBPA inh | CHX counter | Shiga inhibitor
COCCN1C(=O)N[C@@H](c2cccc(C(F)(F)F)c2)C(C(C)=O)=C1C | 5% | . | .
CCOC(=O)C[C@@H](CC(C)=O)C(=O)OCC | -1%[12.9 µM] | . | .
CCC(=O)O[C@H]1C(O[C@@H]2C(C)[C@H](O[C@H]3C[C@@](C)(OC)C(O)C(C)O3)C(C)C(=O)OC(CC)[C@@](C)(O)C(O)[C@H](C)C(=O)C(C)C[C@]2(C)O)OC(C)CC1N(C)C (stereo not given in full) | ? | . | .
CCOC(=O)OCC1OC(C#Cc2ccc(C(C)(C)C)cc2)C=CC1OC(=O)OCC (stereo not given) | 2%[12.9 µM] | . | .
O=c1c(-c2ccccc2)nc2cncnc2n1Cc1ccccc1Cl | -5% | . | .
COc1ccc(Oc2ncc3nc(-c4cn(C)c5ccccc45)c(=O)n(CCC#N)c3n2)cc1 | -1% | . | .
CC[C@]12CCCN3CCC4(c5ccccc5NC4C(C(=O)O)C1)C32 (stereo not given in full) | -26% | . | .
CN(C)c1ccc(-c2cncnc2NCCN2CCOCC2)cc1 | ? | . | .
COc1ccc(Oc2ncc3nc(-c4ccc(OC)cc4)c(=O)n(Cc4cccs4)c3n2)cc1 | 2% | . | .
CCCn1c(C)nc2c(NCCN(C(C)C)C(C)C)nc(C)nc21 | 4% | . | .
CN(C)CCCO[C@H]1C([C@H](O)CO)O[C@@H]2OC(C)(C)O[C@@H]21 (stereo not given in full) | -3% | . | .
CC1=CC2C(CC1=O)C(C)=CCC2C(C)C (stereo not given) | -4% | . | .
CC(=O)[C@H]1CC[C@@H]2[C@H]3CC=C4C[C@@H](O)CC[C@]4(C)[C@H]3CC[C@]12C | 3%[21.7 µM] | . | .
CNc1ccccc1C(=O)N1CCc2c([nH]c3ccccc23)C1=O | -8% | . | .
CC(C)CN1CCC2(CC1)CCN(C(=O)c1cnccn1)CC2 | 1% | . | .

Other records follow:
compound | Giardia FBPA inh | CHX counter | Shiga inhibitor
O=C(c1cc(C(F)(F)F)cc(C(F)(F)F)c1)N1CCC2(CCCN(Cc3ccccc3)C2)CC1 | 8% | . | .
COC1/C=C/OC2(C)Oc3c(C)c(O)c4c(O)c(c(/C=N/N5CCN(C)CC5)c(O)c4c3C2=O)NC(=O)/C(C)=C/C=C/C(C)C(O)C(C)C(O)C(C)C(OC(C)=O)C1C (stereo not given) | -28% | . | .
COc1cccc(-c2nc(N3CCNCC3)c3ccccc3n2)c1 | -6% | . | .
COc1ccc(-c2nc(-c3ccccc3)c(NC(C)C)o2)cc1 | -1% | . | .
CCCCC/C=C\C/C=C\C/C=C\CCCCC(=O)NC(C)C(=O)O (stereo not given) | 1% | . | .
CC1(C)C(=O)C=C[C@@]2(C)C1=C(O)C(=O)[C@@]1(C)C2CC[C@@]2(C)C(c3ccoc3)C[C@H]3O[C@@]321 (stereo not given in full) | -3% | . | .
CN1CCN(c2ncc3nc(-c4ccccc4)c(=O)n(Cc4cccs4)c3n2)CC1 | 6% | . | .
CC(=O)N[C@H](Cc1c[nH]c2ccccc12)C(N)=O | 2% | . | .
Cc1ccc(/C=C/C2=C[C@]3(C)C[C@]2(C)[C@H](c2ccc(C)cc2)CC3=O)cc1 | 2% | . | .
CC(=O)N1[C@H](Cc2ccccc2)C=C[C@]1(C)C(=O)O | 4% | . | .
O=C(c1cccc(F)c1)N1CCC2(CCCN(c3ccc(-c4ccccc4)cc3)C2)CC1 | -10% | . | .
CC(C)C(=O)N[C@H]1CCCN1C(=O)/C=C\c1ccccc1 | 0%[12.9 µM] | . | .
CNC1C(OC2C(O[C@@H]3C(O)C(O)[C@@H](N=C(N)N)C(O)C3N=C(N)N)OC(C)[C@@]2(O)CO)OC(CO)C(O)C1O (stereo not given in full) | 0% | . | .
Cc1cc(=O)c2c(O)cc(O)c(C)c2o1 | ? | . | .
[N-]=[N+]=Nc1nc2c(N)ncnc2n1C1OC(CO)C(O)C1O (stereo not given) | -1% | . | .

An excerpt of these results, as labelled records:
O=C(c1cccc(F)c1)N1CCC2(CCCN(c3ccc(-c4ccccc4)cc3)C2)CC1
  Giardia FBPA inh: -10%; CHX counter: .; Shiga inhibitor: .

CC(C)C(=O)N[C@H]1CCCN1C(=O)/C=C\c1ccccc1
  Giardia FBPA inh: 0%[12.9 µM]; CHX counter: .; Shiga inhibitor: .

CNC1C(OC2C(O[C@@H]3C(O)C(O)[C@@H](N=C(N)N)C(O)C3N=C(N)N)OC(C)[C@@]2(O)CO)OC(CO)C(O)C1O (stereo not given in full)
  Giardia FBPA inh: 0%; CHX counter: .; Shiga inhibitor: .

Cc1cc(=O)c2c(O)cc(O)c(C)c2o1
  Giardia FBPA inh: ?; CHX counter: .; Shiga inhibitor: .

New compounds follow
compound | Giardia FBPA inh | CHX counter | Shiga inhibitor
O=C(c1cccc(F)c1)N1CCC[C@@]2(CCN(c3ccccn3)C2)C1 | 0% | . | .
C=CCc1cccc(C2NC(C(=O)O)CCC2C)c1 (stereo not given) | 1%[12.9 µM] | . | .
O=P1(O)Oc2c(c(-c3ccccc3)cc3ccc4ccccc4c23)-c2c(-c3ccccc3)cc3ccc4ccccc4c3c2O1 | 2% | . | .
CCOC(OCC)P(=O)(O)CCCN | 1% | . | .
COc1ccc(C(=O)N2CCC[C@@]3(CCN(Cc4ccccc4)C3)C2)cc1 | 0% | . | .
COCCNc1ccnc(-c2ccccc2C)n1 | 0% | . | .
O=S(=O)(c1ccccc1)N1CCC2(CCCN(Cc3nccs3)C2)CC1 | 0% | . | .
O=C(c1csnn1)N1CCC[C@@]2(CCN(c3ncccn3)C2)C1 | 1% | . | .
CCn1c2cc(C)sc2c2cnn(Cc3ccccc3F)c(=O)c21 | . | 16 | -5
O=C(O)c1cc(NCc2cc(O)ccc2O)ccc1O | . | 12 | 2

Screening results: PubChem, National Center for Advancing Translational Sciences (NCATS)

This is a subset, so the mix of outcomes need not match the whole.
